Source: PubChem BioAssay (several laboratories)
TLR9-MyD88 block – inhibitors of TLR9-MyD88 association in cells, primary screen, cell-based, CHO, BLA complementation, fluorescence | Toll-like receptor 9 (Homo sapiens) + Myeloid differentiation primary response protein … | CCF4 FRET ratio | inhibition, % at 4.98 µM | hit rate 0.21% among 340,000;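 active = inhibition above the mean over all tested compounds plus 3 SD, cut at about 21% in these data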;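 note: 0% = DMSO only wells and 100% = clavulanate BLA inhibitor control wells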
Vif imaging – HIV Vif self-association inhibitors, primary screen, imaging, HEK293T, single point; AID 602346, 2012; inhibition, % at 7.49 µM; hit rate 0.35% among 340,000; HEK293T cells, Vif self-association by quenched fluorescence, 24 h; in the data active = inhibition above about 50%, passing the limit was not always enough; note: some results filed as inactive read as strong as hits
NCOA3 inh – SRC3 coactivator transcriptional activity inhibitors, primary screen, cell-based, luminescence; AID 588352, 2011; hit rate 0.17% among 360,000; inhibition, % at 3.6 µM; Nuclear receptor coactivator 3 (Homo sapiens), Q9Y6Q9; HEK293 GAL4-SRC3 luciferase reporter;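 active = inhibition above a per-campaign cutoff, the mean of all compounds plus 3 SD, cut at about 60% in these data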;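 note: 0% = DMSO-treated cells and 100% = gossypol-treated cells at 36 µM; higher means less SRC3-driven luciferase light from the GAL4 reporter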
SRC2 inh – inhibition of GAL4-SRC2 driven luciferase reporter, primary screen, SRC2 inhibitor project, cell-based, luminescence | inhibition, % at 9 µM | Nuclear receptor coactivator 2 (Homo sapiens), Q15596 | HEK293 GAL4-SRC2 luciferase reporter | hit rate 0.17% among 370,000;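 active = inhibition above the mean inhibition of all tested compounds plus 3 SD, set per campaign, cut at about 52% in these data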;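 note: 0% = DMSO treated cells and 100% = cells given Gossypol at 36 µM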
NOD2-RIPK2 inh – NOD2-RIPK2 binding disruptors in cells, primary screen, fluorescence, CHO cells, BLA complementation | Receptor-interacting serine/threonine-protein kinase 2 (Homo sapiens), O43353 | CCF4 ratio | inhibition, % at 4.98 µM | hit rate 0.38% among 360,000; in the data active = inhibition above about 21%;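 note: 0% = vehicle only and 100% = reference blocker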
Target sequence (O43353 whole entry, looked up): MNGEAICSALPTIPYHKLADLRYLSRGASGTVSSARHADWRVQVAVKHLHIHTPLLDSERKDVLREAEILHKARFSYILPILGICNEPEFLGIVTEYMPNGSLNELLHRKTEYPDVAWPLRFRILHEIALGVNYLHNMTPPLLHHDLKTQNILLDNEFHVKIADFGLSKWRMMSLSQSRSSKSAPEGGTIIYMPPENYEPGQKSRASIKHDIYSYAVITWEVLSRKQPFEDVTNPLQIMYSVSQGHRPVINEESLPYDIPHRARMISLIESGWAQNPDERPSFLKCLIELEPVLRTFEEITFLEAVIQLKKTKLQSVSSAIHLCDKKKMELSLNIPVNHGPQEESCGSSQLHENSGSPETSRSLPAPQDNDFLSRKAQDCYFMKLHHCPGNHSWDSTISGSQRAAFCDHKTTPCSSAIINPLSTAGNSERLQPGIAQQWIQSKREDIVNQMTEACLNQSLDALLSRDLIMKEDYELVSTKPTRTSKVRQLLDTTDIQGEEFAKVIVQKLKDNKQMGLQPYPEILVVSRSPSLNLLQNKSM
TRAIL sens C8 – viability loss with TRAIL in NB7+C8 cells, primary screen, TRAIL sensitizer project, cell-based, ATPlite luminescence. inhibition (viability loss, TRAIL sensitization), % at 10 µM. hit rate 1% among 360,000;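 active = compounds causing at least 50% loss of cell viability in the single-dose screen, relative to plate controls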
LRH-1 inv ag – LRH-1 (NR5A2) inverse agonists, primary screen, cell-based, luminescence, HEK293T, StAR-luciferase reporter; Nuclear receptor subfamily 5 group A member 2 (Homo sapiens), O00482; LRH-1 transfected, 24 h; inhibition, % at 3.6 µM; hit rate 0.13% among 360,000; AID 602396, 2012;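 active = inhibition above the mean inhibition of all tested compounds plus 3 SD, cut at about 73% in these data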;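 note: 0% = DMSO wells and 100% = reporter-only cells lacking LRH-1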
Target sequence (O00482 whole entry, looked up): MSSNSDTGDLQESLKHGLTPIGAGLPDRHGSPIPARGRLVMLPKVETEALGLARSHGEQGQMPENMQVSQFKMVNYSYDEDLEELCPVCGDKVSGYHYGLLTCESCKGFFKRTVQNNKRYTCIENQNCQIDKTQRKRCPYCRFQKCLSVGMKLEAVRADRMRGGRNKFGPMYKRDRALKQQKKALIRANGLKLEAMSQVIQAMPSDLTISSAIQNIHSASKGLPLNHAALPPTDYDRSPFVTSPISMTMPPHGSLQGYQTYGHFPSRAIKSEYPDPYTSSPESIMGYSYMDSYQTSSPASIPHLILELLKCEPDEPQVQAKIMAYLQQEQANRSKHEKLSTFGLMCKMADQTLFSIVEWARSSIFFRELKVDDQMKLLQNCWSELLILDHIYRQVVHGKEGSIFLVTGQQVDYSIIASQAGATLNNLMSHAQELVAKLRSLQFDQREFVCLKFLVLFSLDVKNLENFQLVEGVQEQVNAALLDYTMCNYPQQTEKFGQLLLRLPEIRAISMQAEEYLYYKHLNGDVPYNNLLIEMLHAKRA
COUP-TFII inh – NR2F2 transcriptional activity inhibitors, primary screen, cell-based, luciferase reporter, HEK293T, luminescence. COUP transcription factor 2 (Homo sapiens), P24468. HEK293T NGFI-A luciferase reporter. inhibition, % at 8.6 µM. hit rate 0.7% among 370,000;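 active = inhibition above a per-plate cutoff, mean inhibition of test wells between control levels plus 3 SD, cut at about 38% in these data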;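 note: cells cotransfected with COUP-TFII expression vector driving the NGFI-A reporter; 0% = median of COUP-TF2 test wells and 100% = reporter-only cells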
TROY NFkB inh – inhibitors of TROY-driven NF-kB signaling, primary screen, Q293 LMP1-TROYcd cells, NF-kB luciferase, uHTS; Q293 LMP1-TROYcd NF-kB luciferase reporter, 4 h; inhibition, % at 10 µM; AID 1347056, 2019; hit rate 0.98% among 360,000;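 active = compounds whose plate-normalised and pattern-corrected inhibition of the luciferase reporter signal at the single screening dose is 50% or more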
NCOA1 inh – SRC1 coactivator transcriptional activity inhibitors, primary screen, cell-based, luminescence; Nuclear receptor coactivator 1 (Homo sapiens), Q15788; HEK293 GAL4-SRC1 luciferase reporter; inhibition, % at 3.6 µM; hit rate 0.12% among 360,000; AID 588354, 2011;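 active = inhibition above the campaign mean plus 3 SD, with each screening campaign given its own cutoff, cut at about 60% in these data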;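 note: 0% = DMSO treated cells and 100% = gossypol at 36 µM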
EBV LMP1 NFkB – EBV LMP1-driven NF-kappaB luciferase reporter inhibitors, primary screen, cell-based, luminescence, single point; hit rate 0.69% among 350,000; LMP1-induced NF-kappaB luciferase reporter cells; inhibition, % at 12.5 µM; in the data active = inhibition above about 41%;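 note: 0% = neutral control wells and 100% = reference inhibitor control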
Numbers without * were called inactive; x = no result given; & = joins results of further samples. Not all compounds are listed, so the mix of outcomes need not match the whole.

SMILES	TLR9-MyD88 block	Vif imaging	NCOA3 inh	SRC2 inh	NOD2-RIPK2 inh	TRAIL sens C8	LRH-1 inv ag	COUP-TFII inh	TROY NFkB inh	NCOA1 inh	EBV LMP1 NFkB
CCOC(=O)CCCCC(=O)c1[nH]c(=O)[nH]c1Cn1cnc2ccccc21	5.0	1.6	1.2	9.2	0.7	30.9	0.1	8.2	0.1	10.6	-7.6
Cc1[nH]c2nc3ccccc3n2c(=O)c1CCC(C)C	-0.2	8.6	1.5	x	-7.6	-3.9	-11.3	x	5.0	-10.6	-4.0
COC(=O)c1cc(C(=O)Nc2nnc(CC(C)(C)C)s2)cc([N+](=O)[O-])c1	5.8	-4.6	20.2	-1.3	-3.3	-7.0	-1.9	2.5	-13.1	6.6	0.8
CN(C(=O)CN1CCN(c2ccccc2F)CC1)C1CCCc2ccccc21 (stereo not drawn)	-4.6	-5.1	-17.1	-5.3	2.6	-9.7	2.5	15.1	3.5	-8.0	-2.3
O=C(CSc1nncc2ccccc12)Nc1ccccc1	13.4	-1.5	-14.9	-1.2	-4.7	14.0	-1.7	-18.6	-36.2	-12.3	-4.8
Cc1ccc2[nH]c(C)c(CCNC(=O)C3CCCCC3C(=O)OCC(F)(F)F)c2c1 (stereo not drawn)	-4.9	-4.8	17.4	-2.0	1.8	-4.7	-5.0	-2.1	15.1	-24.1	1.3
N/C(Cn1nnc(-c2ccccc2)n1)=N\O	-0.3	6.2	-12.6	-4.3	-3.8	-6.8	12.4	-1.5	-8.2	-9.7	7.9
COc1cccc(CNC(=O)COC(=O)/C(C#N)=C/c2ccc(N(C)C)cc2)c1	-11.0	2.4	6.3	-39.8	-10.6	-19.6	6.9	17.4	-6.2	-0.7	-2.2
COc1ccccc1CNC(=O)C1CCC(CNc2c(N3CCC(C)CC3)c(=O)c2=O)CC1 (stereo not drawn)	10.2	2.9	9.9	2.6	-12.3	8.2	6.0	-3.8	-2.5	-1.3	0.4
O=C(NC1CC1)C1=C[C@@H](c2c[nH]c3ccccc23)C[C@@H](OCCCCO)O1	-10.7	2.9	-20.1	1.0	-5.0	-19.6	12.2	1.9	-5.7	2.5	-9.5
CC(OC(=O)[C@@H]1CCCN1C(=O)c1cccs1)C(=O)Nc1cccc([N+](=O)[O-])c1 (stereo partly drawn)	-5.8	6.2	0.1	3.4	-2.2	-15.1	-42.0	7.3	6.1	6.1	-6.0
O=C(CS(=O)c1ccccc1[N+](=O)[O-])Oc1ccc(Br)cc1 (stereo not drawn)	-2.8	3.5	8.8	0.3	0.3	3.3	-10.9	-19.6	15.3	-14.3	-9.2
Cn1c(=O)c2cc(NC(=S)NC3CCCCC3)ccc2n1C/C=C/c1ccccc1	x	2.5	-10.8	-9.9	8.0	14.2	-11.6	-6.4	-24.9	2.0	x
COCCn1nnnc1C1(N(Cc2cc3cc(C)ccc3[nH]c2=O)CC2CCCO2)CCN(C)CC1 (stereo not drawn)	5.7	-3.1	2.0	1.0	6.2	-2.8	-2.6	2.7	-3.2	-1.4	-1.4
COc1ccccc1N(CC(=O)Nc1ccccc1C(=O)NC(C)C)S(C)(=O)=O	-3.8	-9.1	-17.5	-10.2	-2.7	6.1	16.4	14.3	17.6	6.0	0.9
O=C(C(Sc1ccccc1)c1ccc(Br)cc1)N1CCOCC1 (stereo not drawn)	2.2	-3.9	17.8	-17.2	-7.6	-3.8	7.6	10.6	8.4	-13.2	2.1
CC(C)C(=O)NC(c1ccc([N+](=O)[O-])cc1)c1c(O)ccc2ccccc12 (stereo not drawn)	-1.6	x	9.2	-14.7	-0.1	4.5	24.4	16.3	20.3	7.8	4.9
C(#Cc1ccccc1)CN1CCN(c2ccccn2)CC1	-2.5&10.3	4.5&0.4	-9.8&4.1	-32.0&-12.2	-9.8&-4.9	6.4&-13.2	-26.7&-13.2	-3.6&-0.7	-17.7&-30.1	-16.1&-29.1	3.2&-1.0
COc1ccc(CCNC(=O)Nc2ccc3c(c2)c(=O)n(C)n3C)cc1OC	x	1.9	0.7	-11.8	1.0	-2.1	-7.6	-3.5	-5.3	-5.7	x
CCCc1nc2oc3cc(OC)ccc3c(=O)c2c(=O)n1CCc1ccccc1	1.4	5.2	14.8	-12.2	-5.1	2.1	0.0	-12.3	-0.9	-13.9	11.8
CC(C)NC(=O)COC(=O)c1cc(=O)[nH]c2ccccc12	-4.2	-17.5	-0.7	-7.3	0.3	-0.3	6.5	-4.6	-2.3	8.7	-11.9
Cc1ccc(N=Cc2cc(C)n(C3CCCC3)c2C)cc1	-1.9	0.4	-15.7	-4.5	1.3	8.6	6.8	15.6	-1.0	-14.8	-23.8
CCOC(=O)Nc1ccc2c(c1)nc(CN1CCCCC1)n2C	-1.9	-0.4	-2.8	x	-3.8	-38.4	-24.3	x	12.4	-4.1	-3.8
CC(C)CC(NC(=O)C(CC(C)C)NC(=O)OC(C)(C)C)C(N)=O (stereo not drawn)	-4.5	1.2	-6.5	17.2	-0.1	-3.6	0.9	-12.7	x	11.3	-9.0
CCCN(Cc1ccc(N(CC)CC)cc1)CC1CC1	1.6	-0.5	5.8	16.4	-6.7	-2.9	6.9	0.1	-1.2	3.2	-1.9
CC1c2cccn2CCN1S(=O)(=O)c1ccc(F)cc1 (stereo not drawn)	4.1	5.2	3.8	-22.3	-6.3	6.7	12.4	0.8	10.5	-10.4	-6.8
O=C(c1cc2nc(-c3cccs3)cc(C(F)(F)Cl)n2n1)N1CCCc2ccccc21	-4.9	-4.7	-4.1	6.3	1.7	-0.5	-8.1	9.1	31.3	2.2	-1.7
Cc1ccc(NC(=S)N/N=C2/CCCc3c(C)cc(C)cc32)cc1	6.7	-5.4	14.7	-4.2	5.3	-0.1	-15.3	13.2	-33.7	-12.1	-7.2
COc1ccc(-n2ncc3c2CC(C)(C)CC3NC(=O)CCn2cncn2)cc1 (stereo not drawn)	-2.9	-0.5	0.3	1.2	3.5	7.4	-15.3	1.4	1.1	-26.3	-10.8
CCOC(=O)NC(=O)C(=CNc1ccc(C)cc1)C(=O)NC(=O)OCC	7.2	x	-0.9	24.3	-1.2	1.2	12.1	-2.9	-2.8	-80.6	-1.3
COc1ccc(/C=N/n2c(=S)n(C)c3ccccc32)cc1OC	-3.9	x	3.9	13.1	-8.3	-16.5	-20.2	-0.4	0.2	-15.5	3.3
COc1ccc([C@H]2/C=C\CN(S(=O)(=O)c3ccc4ccccc4c3)[C@@H](C)C(=O)N2Cc2ccc(F)cc2)cc1	1.4	-1.8	1.5	-14.7	0.8	18.7	2.7	7.4	5.6	-10.3	0.6
COC(=O)c1c(N)sc2c1CC(C)(C)OC2	-9.6	0.3	-7.4	18.6	7.4	-15.7	-10.0	1.4	2.9	11.2	3.9
Nc1nc2ccc(Oc3ccccc3)cc2s1	-1.2	x	-91.0	-33.4	-0.9	3.7	-95.1	-32.7	-63.4	-76.5	-30.2
CC[C@@H]1CC2=C(C(=O)OC(C)(C)O2)[C@@H](CC)O1	x	x	x	-14.3	-1.2	-4.5	13.2	5.2	-21.4	x	x
COc1ccc(N(CC(=O)Nc2ccc(F)cc2)S(=O)(=O)c2ccccc2[N+](=O)[O-])c(OC)c1	4.1	-4.3	11.2	-32.4	5.0	2.7	12.8	-1.0	4.7	13.7	6.8
O=C1C(=O)c2c(ccc3ccccc23)-c2ccccc21	-2.0	0.3	-33.3	-22.1	-4.7	67.0*	10.2	-0.5	43.2	-14.0	59.5*
COc1cccc(CN2C(=O)CCC2(C)C(=O)NC2CCCCCC2)c1 (stereo not drawn)	-6.2	-5.0	5.1	8.4	0.3	-13.2	23.0	-8.3	4.3	10.3	-0.7
C[C@@H]([C@@H](O)c1ccccc1)N(C)C(=O)C(N)Cc1ccccc1 (stereo partly drawn)	-4.6	0.3	7.8	15.3	1.8	-0.3	-26.8	-4.0	-7.5	2.7	6.4
CSCC[C@H](NC(=O)N1CCn2c1nc1ccccc12)C(=O)N1CCCCC1	4.2	-0.1	16.5	-7.1	-6.0	-9.0	1.8	-3.4	9.5	3.1	0.9
CC1(C)CC(Cc2ccc(C(F)(F)F)cn2)N(C(=O)OC(C)(C)C)C1 (stereo not drawn)	x	x	x	1.4	-5.2	-2.1	19.1	-3.0	x	x	x
Cc1cc(C)cc(NC2=C(N)C(=O)c3ccccc3C2=O)c1	1.8	-4.8	-91.0	x	3.3	14.6	-64.9	x	14.7	-47.3	-9.3
Cc1nc2c(-c3ccccc3)c(C)[nH]n2c(=O)c1Cl	-1.8	-3.6	-7.4	12.2	-5.0	-3.5	-0.9	-5.5	33.3	-15.2	7.6
CCOC(=O)C1CCCN(C(=O)c2cc(F)cc(F)c2)CC1 (stereo not drawn)	x	11.4	-7.0	23.3	-9.3	-20.7	10.0	1.4	-1.7	-11.6	x
Cc1cccc(NC(=O)c2ccc([N+](=O)[O-])cc2Cl)n1	4.5	-4.7	-4.3	-19.1	1.2	2.7	-13.9	-6.8	0.1	-24.4	-1.3
CNNC(=O)C(C)NC(=O)c1ccc(Br)cc1 (stereo not drawn)	1.0	x	1.6	11.7	3.4	-20.5	17.7	1.1	-7.2	8.4	-7.4
CC1CCCN(C(=O)c2ccc3c(c2)OCO3)C1 (stereo not drawn)	-7.9	-10.3	-0.3	6.7	-1.9	-3.3	14.2	-17.4	1.6	22.2	-4.9
CC(C)OC(=O)c1c2c(n3ccccc13)C(=O)c1ccccc1C2=O	4.5	1.9	16.3	-8.3	1.7	-5.2	17.1	24.5	-13.0	-12.0	-6.9
CCc1nnc(NC(=O)CN2CCCC(C)C2)s1 (stereo not drawn)	-8.6	0.2	0.2	-20.2	-6.6	-6.5	-1.3	14.2	-6.1	5.0	-9.4
CNC(=O)c1nc(C)n(-c2ccc(Cl)cc2Cl)n1	-9.2	-3.3	-10.3	-2.6	-0.4	-6.1	-8.7	8.6	-10.6	-32.0	-9.0
COC(=O)Cn1c2ccc(C)cc2c2nc(C)sc21	-7.8	16.6	8.0	-18.9	-15.3	6.2	14.3	-10.2	-9.8	4.9	-3.8
